# NTMT1 inh – Primary qHTS for Inhibitors of N-terminal methyltransferase 1 (NTMT1): MTaseGlo Assay; N-terminal Xaa-Pro-Lys N-methyltransferase 1 (Homo sapiens), Q9BV86; NTMT1 MTase-Glo SAH luminescence, purified enzyme; Potency, µM (top dose mostly 114 µM), inactives show top-dose activity change, negative = inhibition, usual class: inhibitors; hit rate 2.5% among 59,000;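 also: potency is read from the fitted curve at half-maximal effect; plate controls were DMSO vehicle for no effect and no enzyme for full effect; nearly all actives have a fitted effect of over 65% in size; many of its hits are not listed in these tables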
# p53null 32C tox – qHTS Screen for Compounds that Selectively Target Cancer Cells with p53 Mutations: Cytotoxicity of p53 Null Cells at the Permissive Temperature | H1299-neo p53 null cells, ATP luminescence, 24 h, 32C | Potency, µM (highest dose often 46.1 µM), inactives show at the top dose activity change, negative = cytotoxicity, usual class: cytotoxic | hit rate 0.62% among 55,000 | AID 903, 2007;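 also: potency is read from the fitted curve at half-maximal effect; 0% = DMSO only and -100% = full killing by 100 µM tamoxifen; nearly all actives have a fitted effect of over 55% in size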
#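 Cells lacking p53 (H1299-neo) are plated at 600 per well and allowed to settle overnight at 37C. Test compounds (up to 46 uM) are added and held 24 hours at 32C, then ATP is quantified by luminescence.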
# B2AR arrestin ag – qHTS assay of beta-arrestin-biased ligands of beta2-adrenergic receptor: NCGC Sytravon Library Screen; Beta-2 adrenergic receptor (Homo sapiens), P07550; HTLA Tango cells, beta-arrestin recruitment, luciferase luminescence, 18 h; Potency, µM (top dose mostly 46.1 µM), without a hit: at the highest dose activation, actives largely listed as activators; 44,000 tested, under 10 active; AID 1347077, 2019;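 also: potency is read from the fitted curve at half-maximal effect; 0% = DMSO and full agonism = EC100 isoproterenol or metaproterenol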
#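 Tango cells (recombinant beta2-AR, beta-arrestin, tTA-driven luciferase), 1500/well in DMEM 1% FBS, treated 18 h at 37 °C with compounds up to 46 µM; luciferin mix added, luminescence read after 15 min; %activity curves fitted and curve-classed.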
# PTAP-TSG101 blk – qHTS Validation Assay for Inhibitors of HIV-1 Budding by Blocking the Interaction of PTAP/TSG101: Sytravon Library Screen. Tumor susceptibility gene 101 protein (Homo sapiens), Q99816. Fluorescence polarization, FITC-PTAP peptide/Tsg101, 20 min. Potency, µM (titrated, usually from 115 µM), inactives show top-dose activity change, negative = inhibition, most hits filed as inhibitors. 44,000 tested, under 10 active. AID 1347069, 2019; also: potency is read from the fitted curve at half-maximal effect; 0% is about no effect
# Target sequence (Q99816 whole entry, looked up): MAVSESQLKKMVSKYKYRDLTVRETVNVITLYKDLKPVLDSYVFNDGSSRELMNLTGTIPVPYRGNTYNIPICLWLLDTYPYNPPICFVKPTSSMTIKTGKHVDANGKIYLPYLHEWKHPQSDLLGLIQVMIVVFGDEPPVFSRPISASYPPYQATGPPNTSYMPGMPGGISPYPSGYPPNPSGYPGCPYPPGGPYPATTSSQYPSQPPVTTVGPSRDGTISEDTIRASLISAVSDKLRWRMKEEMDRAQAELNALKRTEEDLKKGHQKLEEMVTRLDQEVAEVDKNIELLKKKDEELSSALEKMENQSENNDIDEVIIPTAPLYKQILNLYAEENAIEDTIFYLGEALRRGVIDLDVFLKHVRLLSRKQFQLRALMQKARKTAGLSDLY
#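 Fluorescence polarization binding of Tsg101 binding domain (10 uM final) to FITC-labeled PTAP-motif peptide (50 nM final) in HEPES pH 7.5/NaCl/Tween 20/EDTA/TCEP buffer; 20 min at r.t. Actives by curve class, <25 µM, efficacy <60% inhibition.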
# GALK inh – qHTS Assay for Inhibitors of Human Galactokinase (GALK): NCGC Sytravon Library Screen. 44,000 tested, under 10 active. P51570. recombinant GALK, Kinase-Glo ATP luminescence, 1 h. Potency, µM (titrated, usually from 57.5 µM), for the others: top-dose activity, negative = inhibition, usual class: inhibitors;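 also: plate controls were full GALK reaction for no effect and reaction lacking GALK for full effect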
#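 5 nM GALK; 35 uM ATP; 100 uM D-galactose; 20 mM HEPES pH 8.0, 5 mM MgCl2, 60 mM NaCl, 1 mM DTT, 0.01% BSA; 1 h RT; Kinase-Glo Plus luminescence.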
# p53null 39C tox – qHTS Screen for Compounds that Selectively Target Cancer Cells with p53 Mutations: Cytotoxicity of p53 Null Cells at the Nonpermissive Temperature. H1299 p53-null (neo) cells, 39C, ATPlite viability, 24 h. Potency, µM (top dose mostly 46.1 µM), without a hit: at the top dose activity, negative = cell killing, usual class: cytotoxic. hit rate 0.97% among 55,000. AID 904, 2007;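 also: potency is read from the fitted curve at half-maximal effect; 0% = DMSO only and -100% = full killing by 100 µM tamoxifen; nearly all actives have a fitted effect of over 50% in size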
#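 Luminescent ATP signal reported cell survival after H1299 lines (neo, p53 null; or p53 A138V) received up to 46 uM compound and 24 hr incubation at 39C.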
# FH mod – Identification of activators of human fumarate hydratase by quantitative high-throughput screening | Fumarate hydratase, mitochondrial (Homo sapiens), P07954 | FH coupled MDH/diaphorase resazurin fluorescence, 15 min | Potency, µM (doses to about 79.9 µM), for the others: top-dose activity change, negative = inhibition, most hits filed as inhibitors | hit rate 0.22% among 54,000; also: potency is read from the fitted curve at half-maximal effect; % is scaled to controls: 0 for no effect and ±100 for the full control effect; the screen sought activators but most active calls are inhibition curves; nearly all actives have a fitted effect of over 45% in size
# Target sequence (P07954 whole entry, looked up): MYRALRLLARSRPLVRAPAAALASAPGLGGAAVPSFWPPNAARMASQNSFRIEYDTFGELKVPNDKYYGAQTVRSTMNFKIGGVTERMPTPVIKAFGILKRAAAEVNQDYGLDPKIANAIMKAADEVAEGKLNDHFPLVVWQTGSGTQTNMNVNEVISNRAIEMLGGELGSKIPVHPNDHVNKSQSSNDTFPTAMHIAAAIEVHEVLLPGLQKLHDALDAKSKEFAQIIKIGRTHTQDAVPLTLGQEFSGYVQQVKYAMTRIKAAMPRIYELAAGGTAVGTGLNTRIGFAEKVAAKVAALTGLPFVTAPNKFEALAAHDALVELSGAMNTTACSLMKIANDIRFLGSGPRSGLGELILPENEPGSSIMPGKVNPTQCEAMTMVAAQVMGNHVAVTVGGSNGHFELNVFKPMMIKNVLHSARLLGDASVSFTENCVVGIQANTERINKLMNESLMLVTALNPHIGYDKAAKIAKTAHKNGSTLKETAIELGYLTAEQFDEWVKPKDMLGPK
# The depositor's hits bear a star; u = inconclusive; x = not tested or not shown; [ ] = dose if it differs, or a comment. Calls follow the shape of the dose curve; as a rule, active = well fitted curve in the direction sought with a large enough effect; inconclusive = small, poorly fitted or top-dose-only effect, or another doubt; inactive = no such curve, though single readings can be large; an effect the other way counts as inactive or inconclusive. Not all compounds are listed. The share of hits here may be higher or lower than overall.
SMILES,NTMT1 inh,p53null 32C tox,B2AR arrestin ag,PTAP-TSG101 blk,GALK inh,p53null 39C tox,FH mod
CCc1cccc(NS(=O)(=O)c2cc(-c3cnc(C)o3)ccc2OC)c1,u,4%,-1%,-4%,0%,-6%,-17%
CC(=O)c1ccc(N2CCN(C(=O)C3CCN(S(=O)(=O)c4cccc5nonc45)CC3)CC2)cc1,4%,0%,-3%,0%,1%,-2%,-20%
COc1ccc(-c2nn(CC(=O)Nc3ccccc3F)c3c2cnc2ccc(F)cc23)cc1,10%,21%,1%,-3%,2%,-18%,u
COc1ccc(-c2c3c(=O)n(C)c(=O)n(C)c3cn2-c2cccc(N)c2)cc1,u,11%,-1%,-5%,-10%,6%,u
COc1ccc(CNC(=O)CCC(=O)N2CC3CCCN3c3ccccc32)c(OC)c1 (centres undefined),-5%,-5%,1%,-2%,3%,6%,-17%
Cc1cccc(-n2c(=O)c3c4c(sc3n3c(C)nnc23)CCCC4)c1,4%,-8%,2%,1%,-2%,11%,-12%
Cc1ccc2[nH]cc(S(=O)(=O)c3ccc(C)c(C)c3)c(=O)c2c1,4%,-2%,-2%,-4%,-1%,-9%,6%
Brc1ccc(CN2CCc3nc(N4CCN(c5ncccn5)CC4)ncc3C2)cc1,-24%,-5%,0%,4%,2%,u,4%
CCC(NC(=O)Nc1cc(Cl)ccc1OC)c1c(-n2cccc2)sc2c1CCN(C)C2 (centres undefined),2%,4%,-1%,-2%,0%,-18%,-15%
Cc1ccc(C2Nc3ccccc3-n3c(-c4ccccc4)c4c(=O)n(C)c(=O)n(C)c4c32)cc1 (centres undefined),x,12%,-3%,-7%,-10%,1%,x
Cc1ccc(C)c(N2CCN(C(=O)CN3C(=O)CSc4c3c(C)nn4-c3ccccc3)CC2)c1,4%,-4%,0%,-1%,-2%,-16%,-28%
COc1cccc(-c2cc(C(F)(F)F)nc(-n3nc(C)c(Br)c3C)n2)c1,u,2%,-2%,1%,8%,-4%,-7%
COc1ccc(NC(=O)[C@H](Cc2ccccc2)N2Cc3ccccc3C2=O)cc1OC,u,3%,1%,-3%,-3%,-16%,-5%
CC(=O)Nc1ccc(NS(=O)(=O)c2ccc3c(c2)CC(C)N3C(=O)C2CCC2)cc1 (centres undefined),14%,-8%,1%,-2%,6%,-11%,-5%
COc1ccc(NC(=O)c2c(NCc3cccs3)sc3c2CCCCC3)cc1,u,-17%,1%,-1%,1%,5%,u
CCOc1ccc(NC(=O)CSc2c3c(nc4ccccc24)CCCC3)cc1,1%,14%,0%,0%,1%,u,6%
Cc1ccc(Nc2c3c(nc4nncn24)CCC3)cc1C,10%,10%,-1%,-5%,1%,5%,-12%
CCC1CN(C(=O)N2CCC(C(=O)NCc3cccc(F)c3)CC2)c2cc(C)ccc2O1 (centres undefined),4%,1%,1%,-7%,5%,-1%,-14%
COc1ccc(-n2c(=O)c3c(C)c(C)sc3n(Cc3ccc(F)cc3)c2=O)c(OC)c1,-7%,16%,7%,-3%,-1%,7%,u
CC1(C)C(=O)N(CC(=O)Nc2cccc(F)c2)c2ccc(S(=O)(=O)N3CCCCC3)cc21,11%,13%,0%,-9%,0%,21%,3%
COc1ccc(Br)cc1C(=O)Nc1ccc(-c2nc3ncccc3o2)cc1C,0%,4%,0%,-4%,0%,-5%,3%
CC(=O)Nc1ccc(Nc2ncnc3c2c(-c2ccccc2)cn3-c2ccc(C)c(Cl)c2)cc1,-1%,12%,1%,-6%,-2%,-4%,-11%
COc1ccc(NC(=O)Cn2nc(C)c3nn(-c4ccc(Cl)cc4)c(C)c3c2=O)cc1,-4%,15%,1%,-1%,-6%,-13%,-10%
CC(=O)c1ccc(NC(=O)c2ccc(-c3nc(CSc4ccc(C)cc4)c(C)o3)cc2)cc1,-7%,-10%,0%,-7%,1%,2%,-4%
CCN1CCN(C(c2ccccc2)c2c(O)cc(C)n(Cc3ccco3)c2=O)CC1 (centres undefined),u,5%,0%,1%,0%,5%,-7%
O=C(Cn1nc(N2CCN(c3ccccc3)CC2)ccc1=O)NCc1ccccc1F,3%,-1%,1%,0%,0%,-12%,0%
COc1cc(Nc2nc(SCc3ccc(Cl)cc3)nc3ccccc23)cc(OC)c1,u,5%,-3%,-6%,-1%,u,-18%
COc1ccc(-c2nnc(SC(C)C(=O)O)o2)cc1 (centres undefined),2%,u,0%,4%,8%,16µM*,-17%
CCC1CCCCN1CCCNC(=O)c1c(C)oc2ncn(CC(C)C)c(=O)c12 (centres undefined),1%,6%,0%,-11%,3%,-19%,-2%
CC(=O)c1ccc(N2CCN(C(=O)CCCCn3c(=O)[nH]c4ccccc4c3=O)CC2)cc1,6%,-3%,0%,1%,-1%,10%,-8%

# Grouped by structure, the compounds so far containing a Cl atom
SMILES,NTMT1 inh,p53null 32C tox,B2AR arrestin ag,PTAP-TSG101 blk,GALK inh,p53null 39C tox,FH mod
CCC(NC(=O)Nc1cc(Cl)ccc1OC)c1c(-n2cccc2)sc2c1CCN(C)C2 (centres undefined),2%,4%,-1%,-2%,0%,-18%,-15%
CC(=O)Nc1ccc(Nc2ncnc3c2c(-c2ccccc2)cn3-c2ccc(C)c(Cl)c2)cc1,-1%,12%,1%,-6%,-2%,-4%,-11%
COc1ccc(NC(=O)Cn2nc(C)c3nn(-c4ccc(Cl)cc4)c(C)c3c2=O)cc1,-4%,15%,1%,-1%,-6%,-13%,-10%
COc1cc(Nc2nc(SCc3ccc(Cl)cc3)nc3ccccc23)cc(OC)c1,u,5%,-3%,-6%,-1%,u,-18%

# (further entries)
SMILES,NTMT1 inh,p53null 32C tox,B2AR arrestin ag,PTAP-TSG101 blk,GALK inh,p53null 39C tox,FH mod
Cc1ccc2occ(CC(=O)Nc3c(C(=O)Nc4ccc(Cl)cc4)oc4ccccc34)c2c1,0%,4%,0%,-3%,1%,0%,-21%
CC(C)OCCCNc1sc(S(=O)(=O)c2ccccc2)nc1S(=O)(=O)c1ccc(Cl)cc1,22%,0%,-2%,0%,1%,-10%,-9%
O=C(Cc1ccc(Cl)cc1)Nc1ccc2nn(-c3ccccc3)nc2c1,3%,-3%,0%,0%,-20%,-3%,-3%
CCOC(=O)c1ccc(NC(=O)Cc2ccc(-n3c(CC)nc4cccnc43)cc2)cc1,-3%,-4%,1%,1%,0%,8%,-14%
COc1ccc(Cl)cc1CNCCSc1nnnn1-c1ccccc1,3%,-4%,-4%,-3%,3%,-3%,-10%
CC(=O)c1c(C)oc2ccc(N(C(=O)Oc3ccccc3)S(=O)(=O)c3ccc(Br)cc3)cc12,x,7%,1%,-4%,1%,12%,x
Cc1ccc(C(=O)NCCn2c(C)cc3ccccc32)cc1C,u,-16%,-2%,-6%,4%,-22%,-15%
Cc1nnc2c3ccccc3nc(Nc3ccccc3C(=O)O)n12,u,-4%,0%,-7%,-11%,-11%,-21%
COc1cc(NC(=O)c2cc(-c3ccc(Cl)c(Cl)c3)on2)cc(OC)c1OC,x,u,-2%,-1%,7%,25µM*,x
Cc1ccsc1CCN1C(=O)N(c2ccc(F)cc2)C(=O)C1CC(=O)Nc1ccccc1 (centres undefined),-2%,u,1%,-14%,0%,-25%,-11%
COc1ccc(S(=O)(=O)c2cn(C)c3ccc(C)cc3c2=O)cc1,u,-1%,1%,0%,-2%,-37%,-14%
CCc1cccc(C)c1NC(=O)CN1C(=O)c2cccc3cccc1c23,9%,-6%,0%,0%,5%,-19%,0%
CCC(=O)N1CCc2cc(Br)cc(S(=O)(=O)CCC(=O)Nc3cccc(C)c3C)c21,-22%,3%,0%,0%,8%,-9%,u
COc1ccc(Cn2c(C(=O)O)c(CNCCc3ccccc3Cl)c3ccc(C)cc32)cc1,-12%,37%[activator],-1%,-2%,0%,u,-16%
COc1ccc2[nH]c3c(c2c1)CCN(C(=O)c1cccc(Cl)c1)C3c1ccc(F)cc1 (centres undefined),1%,-19%,1%,-5%,-1%,14%,-15%
COc1cc(CN(C(=O)COc2ccccc2Cl)c2ccccn2)cc(OC)c1OC,-15%,2%,-2%,-1%,1%,-6%,-17%
COc1cccc(C2NC(=O)c3n[nH]c(-c4cccs4)c32)c1 (centres undefined),u,9%,-2%,-6%,7%,-6%,-4%
Cc1ccc(NC(=O)C2CCCN(S(=O)(=O)c3c(C)n[nH]c3C)C2)cc1C (centres undefined),-2%,2%,-2%,-2%,-2%,-6%,-7%
O=C(O)c1ccc(Nc2nc(-c3ccccc3)c3cc(Br)ccc3n2)cc1,u,19%,0%,-18%,-2%,18%,u
O=C(c1cc2c(s1)-c1ccccc1OC2)N1CCN(c2ccc(F)cc2)CC1,-4%,0%,1%,-1%,4%,-4%,-22%
CCCn1cc(S(=O)(=O)c2cccc(Cl)c2)c(=O)c2cc(F)c(N3CCOCC3)cc21,7%,-2%,1%,2%,0%,-24%,-12%
Cc1cccc(C(=O)Nc2c(C(=O)N3CCN(c4ccc(F)cc4)CC3)oc3ccccc23)c1,4%,-3%,-1%,-4%,-5%,-2%,-6%
COc1ccc(NC(=O)CSc2nc3ccccc3[nH]2)cc1,4%,-10%,-2%,-8%,6%,-17%,-10%
CCc1ccc(C2C(C(=O)Nc3ccccc3C)=C(C)Nc3nc(SCc4cccc(OC)c4)nn32)cc1 (centres undefined),-24%,-6%,-1%,1%,u,38%[activator],-23%
CCN(C(=O)Cn1c(C(=O)OC)cc2oc3ccccc3c21)c1cccc(C)c1,x,u,-1%,0%,8%,23%,x
CCOc1ccc(C(=O)NCc2ccc3c(c2)CCN3C(=O)c2ccccc2)cc1,-10%,0%,-2%,1%,-4%,12%,-15%
CC(C)c1cnc2c(c1SCC(=O)O)c(=O)n(C)c(=O)n2C,1%,-9%,0%,0%,-9%,1%,1%
Cc1cc(C)n(C(C)CC(=O)NCc2ccc(N(C)C)cc2)n1 (centres undefined),-7%,-4%,1%,0%,0%,4%,5%
CCCCN(C)CCNC(=O)c1nn(-c2ccc(OC)cc2)c(=O)c2c1c1ccccc1n2C,-5%,13%,1%,-7%,6%,-6%,0%
Cc1ccc(Sc2c(C(=O)NCc3ccccc3C)[nH]c3ccccc23)cc1,5%,-4%,-2%,-1%,3%,-17%,-5%
CCc1ccc(NC(=O)CN(c2ccc(Cl)cc2)S(=O)(=O)c2ccsc2C(=O)OC)cc1,-7%,3%,1%,2%,-1%,19%,-27%

# Source: PubChem BioAssay
